High-throughput results deposited in PubChem BioAssay by Fisher Drug Discovery Resource Center.
mcGAS MS inh: blocks mouse cGAS cGAMP production | AID 1259397 | hit rate 0.18% among 130,000 | inhibition, % at 12.5 µM | recombinant mouse cGAS, cGAMP by RapidFire MS | Q8C6L5;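 active = inhibition of cGAS enzyme activity at or above 60%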;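 note: enzyme stimulated by 45 bp dsDNA with ATP and GTP substrates; cGAMP share of summed cGAMP plus half ATP and half GTP signals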
Target sequence (Q8C6L5 whole entry, looked up): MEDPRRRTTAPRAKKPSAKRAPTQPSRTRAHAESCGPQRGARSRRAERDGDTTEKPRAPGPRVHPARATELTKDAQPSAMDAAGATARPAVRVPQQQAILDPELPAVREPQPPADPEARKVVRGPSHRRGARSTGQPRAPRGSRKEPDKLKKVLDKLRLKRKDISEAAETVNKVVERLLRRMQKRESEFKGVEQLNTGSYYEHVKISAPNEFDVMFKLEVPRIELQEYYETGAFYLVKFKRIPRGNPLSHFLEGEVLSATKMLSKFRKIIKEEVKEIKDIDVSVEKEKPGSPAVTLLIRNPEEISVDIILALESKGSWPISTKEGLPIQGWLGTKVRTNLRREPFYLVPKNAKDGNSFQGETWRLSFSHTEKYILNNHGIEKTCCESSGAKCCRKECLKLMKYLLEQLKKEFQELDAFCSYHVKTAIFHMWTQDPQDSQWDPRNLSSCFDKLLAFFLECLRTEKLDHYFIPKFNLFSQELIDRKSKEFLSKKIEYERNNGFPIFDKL
The depositor's hits bear a star; & = joins results of further samples. This is a subset (hit frequency here may not be typical).

A first look:
SMILES	mcGAS MS inh
N#Cc1ccc(CS(=O)(=O)CC(=O)Nc2ccc(CC(=O)N3CCCC3)cc2)cc1	-1
CN(C)CC(C)(C)CNC(=O)C1CSCN1C(=O)C(C)(C)C (centres undefined)	-21
CC(=O)Nc1ccc(OCC(O)CN2CC(C)OCC2C)cc1 (centres undefined)	-5
O=C(NCc1ccc(N2CCCCC2)cc1)c1ccn(-c2ccccc2)n1	-8
CC(C)(C)C(NC(=O)Cn1ncc2c(=O)[nH]cnc21)c1cccs1 (centres undefined)	-6
Cc1ccc(OCc2occc2C(=O)N2CCOC(C(F)(F)F)C2)cc1 (centres undefined)	-3
Cc1cccnc1CN(C)C(=O)c1ccc(S(N)(=O)=O)cc1	-16
Cc1ccccc1-c1cn[nH]c1C1CCN(C(=O)C2(C)CCCO2)CC1 (centres undefined)	-6
CCn1c(CN2CCc3nc(C)n(C)c(=O)c3CC2)nc2ccccc21	-22
CCOC(=O)C1(Cc2cccc(F)c2)CCN(Cc2cnn(C)c2)CC1	3
CC(=O)N(c1ccccc1)C1C=C(Nc2ccccc2)C(=O)C1 (centres undefined)	-4
Oc1ccc(-c2nccn2CCCN2CCOCC2)cc1Cl	-4
COC(=O)c1ccccc1Oc1nc(NC(C)C)nc(NC(C)C)n1	-44
CC(C)c1ccc2c(c1)CC[C@H]1[C@](C)(CN)CCC[C@]21C	-17
Cc1ccc2oc(N3CCN(C)CC34CCCCC4)nc2c1	4
NCC1Cc2cc(-c3ncccc3C(=O)N3CCCCC3)cc(Cl)c2O1 (centres undefined)	-20
CCCCSc1nnc2c(n1)-c1cccc3cccc-2c13	-14
CSc1nc(N(C)C)nc(N(C#N)CCOC(C)=O)n1	-6

The listing, repeating the preview:
SMILES	mcGAS MS inh
N#Cc1ccc(CS(=O)(=O)CC(=O)Nc2ccc(CC(=O)N3CCCC3)cc2)cc1	-1
CN(C)CC(C)(C)CNC(=O)C1CSCN1C(=O)C(C)(C)C (centres undefined)	-21
CC(=O)Nc1ccc(OCC(O)CN2CC(C)OCC2C)cc1 (centres undefined)	-5
O=C(NCc1ccc(N2CCCCC2)cc1)c1ccn(-c2ccccc2)n1	-8
CC(C)(C)C(NC(=O)Cn1ncc2c(=O)[nH]cnc21)c1cccs1 (centres undefined)	-6
Cc1ccc(OCc2occc2C(=O)N2CCOC(C(F)(F)F)C2)cc1 (centres undefined)	-3
Cc1cccnc1CN(C)C(=O)c1ccc(S(N)(=O)=O)cc1	-16
Cc1ccccc1-c1cn[nH]c1C1CCN(C(=O)C2(C)CCCO2)CC1 (centres undefined)	-6
CCn1c(CN2CCc3nc(C)n(C)c(=O)c3CC2)nc2ccccc21	-22
CCOC(=O)C1(Cc2cccc(F)c2)CCN(Cc2cnn(C)c2)CC1	3
CC(=O)N(c1ccccc1)C1C=C(Nc2ccccc2)C(=O)C1 (centres undefined)	-4
Oc1ccc(-c2nccn2CCCN2CCOCC2)cc1Cl	-4
COC(=O)c1ccccc1Oc1nc(NC(C)C)nc(NC(C)C)n1	-44
CC(C)c1ccc2c(c1)CC[C@H]1[C@](C)(CN)CCC[C@]21C	-17
Cc1ccc2oc(N3CCN(C)CC34CCCCC4)nc2c1	4
NCC1Cc2cc(-c3ncccc3C(=O)N3CCCCC3)cc(Cl)c2O1 (centres undefined)	-20
CCCCSc1nnc2c(n1)-c1cccc3cccc-2c13	-14
CSc1nc(N(C)C)nc(N(C#N)CCOC(C)=O)n1	-6
O=C(Nc1ccccc1F)c1ccc2nnnn2c1	2
C=CCNc1nc(NCCNC(C)=O)c2sc(-c3ccccc3)cc2n1	9
CCC(=O)N1CCN(c2nc(C)cc(Nc3ccc(C)cc3)n2)CC1	-8
CC(=Nc1ccc(Cl)cc1C1COC(=O)C1=N)c1ccco1 (centres undefined)	1
O=C(O)C1(Cc2ccccc2)CCCN(c2nnnn2-c2ccccc2)C1 (centres undefined)	0
N#Cc1ccc(OCC(=O)Nc2nc3c(F)cccc3s2)cc1	7
CCCc1nc([N+](=O)[O-])c(S(=O)(=O)c2ccccc2)n1CC(C)C	-9
N#Cc1cccc(Cl)c1N1CCN(Cc2ccccn2)CC1	-1
CC1(C(=O)NS(=O)(=O)c2ccc(F)cc2F)CCN1C(=O)c1ccc(C2CCCCC2)cc1 (centres undefined)	-8
CC(c1ccncc1)N(C)CC1CCNCC1 (centres undefined)	-16
CN(C)N=CC=C1CCC(=Cc2ccc(F)cc2)C1=O	-5
COC(=O)c1ccc2c(=O)[nH]c(-c3cc(F)cc(F)c3)nc2c1	-5
Cc1nnc(C)c2c(C)n(-c3ccc4c(c3)OCCO4)nc12	1
FC(F)(F)c1nc(Nc2ccc3cn[nH]c3c2)c2ccccc2n1	3
Cc1cc(C)n(CCCNS(=O)(=O)NCc2ccccc2)n1	7
CCCCCN(CC(=O)Nc1sccc1C#N)CC(=O)Nc1sccc1C#N	-5
O=C1c2ccccc2CN2C(=O)c3ccccc3CN12	0
Cc1ccc(-c2csc(NC(=O)Cn3c(C)csc3=O)n2)c(C)c1	-13
CCOC(=O)c1sc2nnc(SCC(=O)c3ccccc3)n2c1C	-22
COc1ccc(C2CC(=O)Nc3c2c(C)nn3-c2ccc(C)cc2)cn1 (centres undefined)	-2
CCc1cnc2c(c1N1CCc3ccccc31)c(=O)n(C)c(=O)n2C	-7
COc1ccc(-c2nc(CN(Cc3ccccc3)CC3CC3)c(C)o2)c(OC)c1C	0
Oc1ccc(C=Nc2ccc3oc4ccccc4c3c2)c(O)c1O	-3
O=C(CCOc1ccc(F)cc1)N1CCC2(CCc3ccccc32)C1 (centres undefined)	-3
Cc1c(N=CC=Cc2ccccc2)c(=O)n(-c2ccccc2)n1C	-6
CCn1ccnc1CN1CCN(C2Cc3ccccc3C2)CC1	-10
Cn1c(=NC(=O)C2=COCCO2)sc2ccccc21	-1
CCN(CC)S(=O)(=O)c1cccc(NC2=NCC(C)S2)c1 (centres undefined)	19
CC(=O)N1N=C(c2ccccc2)OC1C(=O)N1CCC(N(C)C)CC1 (centres undefined)	-6
CC(CC12CC3CC(CC(C3)C1)C2)NC(=O)CNC(N)=O (centres undefined)	-16
COCCn1nc(C)c(NC(=O)C(=O)Nc2cccc(C(C)C)c2)c1C	1
COc1cc(NC(=O)CCC2CCCN(C(=O)CCN3CCCCO3)C2)cc(OC)c1 (centres undefined)	-5
Cn1c(CNCC(C)(C)NC(=O)OC(C)(C)C)nc2ccccc21	-4
CCOc1ccccc1OCCCOc1ccccc1C(C)=O	-3
CN(Cc1cc(C2CC2)n[nH]1)C(=O)c1cnn2ccn(C)c12	-4
CCC(NCc1c(C(=O)N2CCOCC2)nc2ccccn12)c1ccncc1 (centres undefined)	-2
C=CCC(O)(c1ccc(Cl)cc1)c1nccn1COC (centres undefined)	-21
COc1cccc(CCC2CCCN(C(=O)c3cscn3)C2)c1 (centres undefined)	-4
CC(Oc1ccccc1C#N)C(=O)NCC1CCCCC1 (centres undefined)	-4
O=C(Cc1ccccc1)Nc1ccnn1C1CCN(Cc2cccn2-c2nccs2)CC1	-7
COC(=O)c1c(Nc2ccccc2)sc(C(=O)c2ccc(NC(C)=O)cc2)c1C	-4
CN(CC(=O)N1CCNC(=O)C1)c1ccccc1Oc1ccccc1	-7
Next section.
SMILES	mcGAS MS inh
CN(Cc1cnn(C)c1)C(=O)CCS(=O)(=O)c1ccc2c(c1)OCCO2	-3
Oc1oc(-c2cccc3ccccc23)nc1C=Nc1ccccc1I	-12
c1ccc(C2=C3CCCCn4c(-c5ccccc5)c[n+](c43)C2)cc1	-4
Cc1nn(CCNC2CC(C)(C)NC(C)(C)C2)c(C)c1Cl	-22
O=C(NCc1ccco1)N1CC[C@@H](c2ccc3ccccc3c2)[C@H](O)C1	-4
CSc1ccccc1NC(=O)CN(C)Cc1ccc(-n2cccn2)cc1	-9
Cc1nn(C)cc1C(=O)N1CCC(=O)N(Cc2ccc(F)cc2)C(C(C)C)C1 (centres undefined)	-20
O=C(CCc1nnc(CCc2c[nH]c3ccccc23)o1)N1CCSCC1	-6
N#CC1(NC(=O)c2cc(C3CC3)nc3ccc(F)cc23)CCSC1 (centres undefined)	-5
CN(C)S(=O)(=O)c1c(C(C)(C)C)cc(C(C)(C)C)cc1C(C)(C)C	-1
CC(NC(C)(C)CNS(=O)(=O)c1cnn(C)c1)c1ccccc1 (centres undefined)	-12
COc1cc(C2C(C#N)C(=N)SC(=N)C2C#N)ccc1O (centres undefined)	27
CCc1nsc(NC(=O)C2(C)CCCN(C)C2)n1 (centres undefined)	-6
Cn1c(=O)c(Sc2ccccc2)c(Cl)c2ccccc21	-7
O=C(NCc1cccnc1N1CCCC(O)C1)c1ccccn1 (centres undefined)	-9
CC(C)Oc1ccc(C(=O)Nn2cnc3c(cnn3-c3ccccc3)c2=O)cc1	-3
C[C@H](NC(=O)C1CC=CCC1C(=O)N1CCN(c2ccccn2)CC1)[C@H](O)c1ccccc1 (some centres undefined)	0
C[n+]1ccccc1COc1ccc(C(N)=O)cc1	-2
Cc1ccc(N=C2SC(C(=O)Nc3ccc(C)c(Cl)c3)CC(=O)N2C)cc1C (centres undefined)	-7
c1cncc(CCn2ccnc2-c2cnc(N3CCOCC3)s2)c1	-8
O=C(CCC1CCCN(Cc2ccc3nonc3c2)C1)Nc1ccccc1F (centres undefined)	-2
CCOCCCNC(=O)CCc1nc2sc3c(c2c(=O)[nH]1)CCCC3	-7
N#Cc1ccc(OC(F)F)c(NC(=O)Cn2ncc3ccccc32)c1	-7
COc1ccc(N(CCN2C(=O)CNC2=O)Cc2ccccc2)cc1	-8
COC(=O)CN(Cc1ccc(Cl)cc1)C(=O)c1cc(C#N)cs1	-4
Cc1cccc(Nc2nc(-c3cnc(N4CCCCC4)nc3C)cc(=O)[nH]2)c1	6
O=c1c2ccccc2cnn1CCNC1CCSC1 (centres undefined)	-6
CCOC(=O)C1=C(COC(=O)c2cc3c(C)nn(CC(C)C)c3s2)NC(=O)NC1CC (centres undefined)	0
CCOC(=O)N1CCC(n2ccnc2-c2ccc(CC)o2)CC1	-15
O=C(CCc1ccccc1)N1CCN(c2ccc(O)cc2)CC1	-4
CCc1cccc(NC(=O)CCN2CCN(CC3CCN(C)CC3)CC2)c1	0
O=C(Nn1cnc2sccc2c1=O)c1csc2c1CCCC2	-8
Cc1noc(C)c1CN1CCN2C=C(C(=O)Nc3cccc(Cc4ccccc4)c3)OC2=NC1=O	-6
Cc1ccc2oc(=O)n(CCC(=O)N3[C@@H]4CC[C@H]3CNC(=O)C4)c2c1	-8
Cc1cc(C)cc(-n2nc3c(c2NC(=O)c2cccs2)CSC3)c1	-3
Cc1cc(C(=O)N2CCN(C)C(=O)C2(C)C)c(C)o1	7
O=C(CCc1ccncc1)N1CCCC(Nc2ccc(F)cc2)C1 (centres undefined)	-3
CCN(CC)CCOc1ccc(/C(=C(\Cl)c2ccccc2)c2ccccc2)cc1	-6&1
Cc1ccc(/C=C/C(=O)Nc2cccnc2N2CCOCC2)s1	-27
CC(c1ccco1)N(C)c1ncnc2c1c(Br)nn2C (centres undefined)	-3
COc1ccc(C(=O)N2CC[C@@H](c3ccc4ccccc4c3)[C@H](O)C2)o1	-25
Cc1cc(N=C2C=C(N3CCOCC3)CC(C)(C)C2)n[nH]1	-12
Cc1ccc(NC(=O)CNC[C@H]2CCc3ccccc3O2)c(C)c1	-26
Oc1ccc(C=NNC(=S)NCC2CCCO2)c(O)c1 (centres undefined)	-3
COCCC1(C(=O)O)CCN(c2nc(-c3ccccc3)nc3ccccc23)CC1	-11
O=[N+]([O-])c1cccc(S(=O)(=O)Nc2cccc3ccccc23)c1	-8
COc1ccc(NC(C)c2nc(-c3ccco3)no2)cc1 (centres undefined)	3
O=C1CC(c2coc3ccccc3c2=O)Sc2ccccc2N1 (centres undefined)	-6
COC(=O)c1sccc1NC(=O)c1ccc(-n2nc(C)cc2C)cc1	4
CN(CC(=O)Nc1ccccc1Cl)C(=O)CCn1cnc2ccccc2c1=O	-6
O=C(NCCCn1nc(-c2ccccc2)ccc1=O)c1ccccc1C(F)(F)F	5
CC(C(=O)Nc1c(Cl)cccc1Cl)N1CCN(S(=O)(=O)c2cc(F)ccc2F)CC1 (centres undefined)	-21
CN(Cc1ccc2ccccc2n1)C(=O)c1ccc(CSc2ncn[nH]2)o1	-3
CC(C)NC(=O)CN(C)C(=O)C1(C)CC1(Cl)Cl (centres undefined)	-18
CCOC(=O)c1cnn(-c2ncnc3sc4c(c23)CCC4)c1N	49
CC(C(=O)N1CCC(CS(N)(=O)=O)CC1)c1cccc(Cl)c1 (centres undefined)	-14&-13
CCc1ccc(N2CC(C(=O)N3CCOc4cc(N(C)C)ccc43)CC2=O)cc1 (centres undefined)	6
COC[C@@H]1CCCN1C(=O)C1CC(=O)N(Cc2ccc(Cl)cc2)C1 (some centres undefined)	-1
CN(Cc1ccccc1N1CCCC1)S(=O)(=O)c1ccc2[nH]c(=O)[nH]c2c1	-8
O=C(NS(=O)(=O)c1cccs1)c1cc(F)c(F)c(F)c1	3
The listing continues:
SMILES	mcGAS MS inh
CCS(=O)(=O)c1ncc(CN(C)CC2CCCCO2)n1Cc1ccccc1 (centres undefined)	-1
COC(=O)c1cc(OC)c(OC)cc1NS(=O)(=O)c1ccccc1	3
COC(=O)C1(NC(=O)C(C)OCc2ccccc2)CCCCC1 (centres undefined)	-6
CCN1CCN(c2nc(Nc3cc(C)ccc3C)c3nccnc3n2)CC1	-4
O=C1NC(=O)C(=Cc2cccc(Cl)c2Cl)S1	1
CC(Nc1ccc(S(N)(=O)=O)cc1C(N)=O)c1ccc2c(c1)CCCC2 (centres undefined)	-13
Cc1ccc(S(N)(=O)=O)cc1C(=O)N1CCCN(CC(C)C)CC1	1
COc1ccc(N(C(C)=O)c2nc(C=C3COc4ccccc4C3=O)cs2)cc1	-7
CCOc1ccc(N2C(=O)CC(Sc3ncn[nH]3)C2=O)cc1 (centres undefined)	2
O=C(Nc1ccccc1[N+](=O)[O-])c1cc2ccccc2o1	-1
COCCN1CCN(CCS(=O)(=O)C(F)(F)F)CC1	54
Nc1nnc(SCC(=O)c2ccc([N+](=O)[O-])cc2)s1	-3
CCCc1nc2oc3ccccc3c(=O)c2c(=O)n1Cc1ccc(OC)cc1	-9
Cc1c2c(n3c(nc4ccccc43)c1C#N)N(CCCN(C)C)CC2	0
CCn1c(=O)[nH]c(=O)c2c(N)c(C(=O)c3ccccc3OC)sc21	-2
